HePTP inhibitor: inhibitors of human HePTP phosphatase, primary screen, biochemical, absorbance, leukemia target. Tyrosine-protein phosphatase non-receptor type 7 (Homo sapiens), P35236. recombinant HePTP phosphatase activity, OD absorbance. inhibition, % at 20 µM. actives 0.64% (n = 110,000). AID 521, 2006; in the data active = inhibition above about 50%;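 note: plate controls were vehicle for no effect and reference inhibitor for full effect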
Target sequence (P35236 whole entry, looked up): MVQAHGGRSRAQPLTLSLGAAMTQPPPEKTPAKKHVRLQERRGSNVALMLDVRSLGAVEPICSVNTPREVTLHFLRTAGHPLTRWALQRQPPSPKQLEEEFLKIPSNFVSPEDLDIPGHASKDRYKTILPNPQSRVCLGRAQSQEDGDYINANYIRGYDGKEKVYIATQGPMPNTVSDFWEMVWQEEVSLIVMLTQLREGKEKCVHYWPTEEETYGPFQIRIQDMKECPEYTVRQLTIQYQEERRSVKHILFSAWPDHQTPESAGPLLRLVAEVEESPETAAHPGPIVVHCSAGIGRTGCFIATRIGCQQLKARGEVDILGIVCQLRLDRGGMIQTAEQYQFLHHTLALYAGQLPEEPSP
BAP1 block: inhibitors of BAP1 deubiquitinase, primary screen, biochemical, Ub-AMC fluorescence, kinetic | Ubiquitin carboxyl-terminal hydrolase BAP1 (Homo sapiens), Q92560 | recombinant BAP1, Ub-AMC hydrolysis fluorescence kinetic; active compounds read low | activity remaining (% of control), % at 20 µM | actives 0.48% (n = 72,000);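 active = activity remaining at or below 50% of control, provided the compound also passes the data quality filters; inactive = the rest, including low values that fail the filters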;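 note: 100% = DMSO wells rate and 0% = substrate alone blank rate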
Target sequence (Q92560 whole entry, looked up): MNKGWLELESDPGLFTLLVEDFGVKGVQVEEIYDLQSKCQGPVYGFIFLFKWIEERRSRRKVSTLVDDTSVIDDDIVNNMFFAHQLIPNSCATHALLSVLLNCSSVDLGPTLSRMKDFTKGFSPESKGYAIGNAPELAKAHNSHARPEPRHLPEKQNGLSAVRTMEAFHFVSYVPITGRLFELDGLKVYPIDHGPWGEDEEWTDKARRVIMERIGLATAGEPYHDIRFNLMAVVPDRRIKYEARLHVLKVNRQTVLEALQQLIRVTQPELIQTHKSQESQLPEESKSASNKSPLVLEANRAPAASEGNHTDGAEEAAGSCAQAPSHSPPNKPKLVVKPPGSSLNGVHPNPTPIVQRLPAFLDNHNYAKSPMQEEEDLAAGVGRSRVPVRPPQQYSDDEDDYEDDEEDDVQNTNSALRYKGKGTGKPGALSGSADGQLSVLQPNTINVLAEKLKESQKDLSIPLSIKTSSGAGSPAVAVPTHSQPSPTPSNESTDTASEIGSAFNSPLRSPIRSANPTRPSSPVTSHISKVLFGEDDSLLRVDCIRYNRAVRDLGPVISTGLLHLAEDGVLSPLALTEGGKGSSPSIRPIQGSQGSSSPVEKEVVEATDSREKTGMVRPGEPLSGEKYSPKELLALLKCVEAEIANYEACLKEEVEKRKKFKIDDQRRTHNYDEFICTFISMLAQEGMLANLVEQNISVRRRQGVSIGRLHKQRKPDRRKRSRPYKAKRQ
* = called active by the depositor; . = not tested or not shown; & = joins results of further samples.

Sequence of screens – HePTP inhibitor, BAP1 block
- CCOc1ccc(Cn2nnc(C(=O)NCCc3ccccc3)c2N)cc1
→ 1.5, 97.7
- CC1(c2ccccc2)CC(C)(C)N(C(=O)c2cccc(F)c2)c2ccccc21 (stereo not drawn)
→ -3.3, .
- Cc1ccc2[nH]c(=O)c3cc(C(=O)NCCN4CCN(C)CC4)sc3c2c1
→ 7.7, 107.6
- CCOC(=O)CSc1ncnc2c1cnn2-c1ccc(Cl)cc1
→ -4.9, 84.0
- COc1cc(NC(=O)/C=C/c2ccco2)ccc1NC(=O)c1ccco1
→ 0.0, .
- Cc1ccc(C(=O)N2CCN(c3ccc([N+](=O)[O-])cc3)CC2C)cc1 (stereo not drawn)
→ 4.5, .
- CCCOc1ccc(C(=O)Nc2ccc(-c3nc4cc(C)c(C)cc4o3)c(O)c2)cc1
→ -3.6, .
- COC(=O)c1ccc(C2c3c(oc4ccccc4c3=O)C(=O)N2CCCN2CCOCC2)cc1 (stereo not drawn)
→ 2.4, 97.6
- CC1=C(C(=O)OCCOc2ccccc2)C(c2ccccc2[N+](=O)[O-])NC(=O)N1C (stereo not drawn)
→ -0.8, .
- COc1ccc(/C=C/C(=O)N2CCN(CCN3C(=O)c4cccc5cccc(c45)C3=O)CC2)cc1
→ -8.3, .
- O=c1cc(-c2ccc3c(c2)OCO3)oc2ccccc12
→ 0.8, .
- O=C(CC1Nc2ccccc2NC1=O)Nc1ccc(F)cc1 (stereo not drawn)
→ 10.8, .
- Cc1ccc(S(=O)(=O)N/N=C/c2c(Cl)cccc2Cl)cc1[N+](=O)[O-]
→ -1.2, .
- CCN(CC)c1cc(-n2nc(-c3ccccc3)cc2-c2ccccc2)ncn1
→ ., 98.8
- Cc1c(C(=O)OC(C)C)sc(NC(=O)/C=C/c2ccc3c(c2)OCO3)c1C(N)=O
→ -1.1, .
- COc1ccc(OCC(=O)Nc2cccc(-c3nc4ccccc4o3)c2)cc1
→ 9.8, 78.2
- Cc1c(NC(=O)c2cc(=O)[nH]c(=O)[nH]2)c(=O)n(-c2ccccc2)n1C
→ 3.7, 102.9
- COC(=O)COc1c(Cl)cc(/C=C(/C#N)C(=O)Nc2cccc(Br)c2)cc1Cl
→ -5.2, .
- O=C(Nc1cc(C(F)(F)F)ccc1Cl)c1cccs1
→ 4.6, .
- CC(C)(C)n1ncc2c(=O)n(Cc3c(F)cccc3Cl)cnc21
→ ., 101.1
- COc1ccc(-n2cnc(/N=C/N(C)C)c2C(=O)c2cccc([N+](=O)[O-])c2)cc1
→ 3.4, .
- Cc1ccc(N(CC(=O)NCCOc2ccc(F)cc2)S(=O)(=O)c2ccccc2)cc1C
→ -13.2, .
- COc1ccc(NC(=O)CC2Oc3ccc(C)cc3NC2=O)cc1 (stereo not drawn)
→ 1.0, 96.0
- Cc1ccc(N2OC3C(=O)NC(=O)C3C2c2ccco2)cc1 (stereo not drawn)
→ -4.5, 94.9
- O=C(Nc1nnc(N2CCCCCC2)s1)c1cc(-c2ccc(Br)cc2)on1
→ 7.1, 97.9
- COc1cccc(NC(=O)c2cccc(OC)c2OC)c1
→ 5.7, 85.8
- COCCn1cnc2c(c1=O)c1nc3ccccc3nc1n2/N=C/c1cccc(OC)c1OC
→ 6.7, 129.1
- COc1ccc(OC)c(C(=O)C2COC(=O)C2)c1 (stereo not drawn)
→ -0.9, 87.7
- Cc1cccc(OCCCCCNCCO)c1
→ 5.7, 88.2
- O=C(Cn1cnc2c(oc3ccccc32)c1=O)NCC1CCCO1 (stereo not drawn)
→ 0.6, 92.9
- CCOC(=O)C1C(=O)NC(N2CCN(c3ccccc3)CC2)=NC1c1ccco1 (stereo not drawn)
→ 7.2, 102.3
- Cc1ccc(C2Nc3ccc4ncccc4c3C3=C2C(=O)CC(C)(C)C3)cc1 (stereo not drawn)
→ 3.0, .
- CC1CCN(CCOCCOc2c(Cl)cc(Cl)cc2Cl)CC1
→ 4.7, .
- Cn1c(NCc2ccco2)nc2c1c(=O)n(Cc1ccc(Cl)cc1)c(=O)n2C
→ 5.5, 93.8
- O=C(COc1ccc2ccccc2c1)N1CCN(C(=O)c2ccco2)CC1
→ -7.5, .
- CCOC(=O)c1ccc(NC(=O)CN2C(=O)CNC2=O)cc1
→ ., 105.5
- Cc1cc(C(=O)N2CCC(C(F)(F)F)n3nccc32)on1 (stereo not drawn)
→ 13.1, 80.0
- O=C(C1Cc2ccccc2CN1S(=O)(=O)c1cccs1)N1CCCCCC1 (stereo not drawn)
→ 7.8, 94.8
- C=CCc1c(C)nc(SC)nc1Nc1ccc(C(=O)O)cc1
→ 4.6&0.8, 81.7&120.5
- CC1CCC/C(=C\Nc2ccc3c(c2)OCO3)C1=O (stereo not drawn)
→ -0.9, 80.2
- CCN(CC)CCCCOc1c(C)ccc(C)c1C
→ 5.1, .
- CC(NC(=O)c1cc2sccc2n1C)c1ccc2c(c1)OCCO2 (stereo not drawn)
→ -5.8, 88.8
- Cc1oc(-c2ccccc2F)nc1CS(=O)(=O)CC(=O)NCCCN(C)C1CCCCC1
→ 2.6, 117.3
- O=C1OC(c2ccccc2)=N/C1=C1\C=C(c2ccccc2)Oc2ccccc21
→ -9.5, .
- CCOc1cccc(C2C(C(=O)OC)=C(C)NC3=C2C(=O)CC(C)(C)C3)c1 (stereo not drawn)
→ 2.5, .
- COc1cccc(C2CC(c3ccc(C)cc3)n3nc(N)nc3N2)c1 (stereo not drawn)
→ 12.0, 91.9
- Cc1cccc(-n2ncc3c(N4CCN(c5nc(C)cc(C)n5)CC4)ncnc32)c1
→ 6.1, 98.0
- O=C1c2nc3ccccn3c2C(=O)N1Cc1ccccc1
→ 7.9, 110.0
- CC(=O)C1=C(C)NC(=O)NC1c1cccc(O)c1 (stereo not drawn)
→ -2.2, 66.7
- CC1=Nc2ncnn2C(c2ccccc2)/C1=N\O (stereo not drawn)
→ -5.0, 112.2
- COc1cc([N+](=O)[O-])ccc1N1C(=O)c2cccc([N+](=O)[O-])c2C1=O
→ ., 104.0
- Cc1ccc(C(=O)Nc2ccc(C(=O)O)cc2)cc1S(=O)(=O)N1CCCCC1
→ 1.1, .
- COC(=O)c1nc(NC2=NCCCCC2)n[nH]1
→ 3.9, 113.2
- COC(=O)c1cnn2c(C(F)(F)F)cc(-c3ccc(Br)cc3)nc12
→ -1.7, .
- CCCCCC(=O)N1CCN(CCN=CC2=C(O)CC(c3ccco3)CC2=O)CC1 (stereo not drawn)
→ 3.4, 98.8
- O=C(O)CSC1CC(=O)N(c2ccc(Cl)cc2)C1=O (stereo not drawn)
→ 6.0, 75.9
- CCOc1ccccc1/C=c1\sc2nc(-c3ccco3)nn2c1=O
→ 2.2, 68.4
- COc1cc(C(=O)OC2CCN(C)CC2)cc(OC)c1OC
→ 4.6, 104.7
- Cc1ccc(N=Cc2c(O)n(-c3ccccc3Cl)c(=O)[nH]c2=O)cc1
→ -12.7, .
- O=C(c1ccc2c(=O)n(-c3ccccc3)c(=O)[nH]c2c1)N1CCN(c2ccc(F)cc2)CC1
→ 4.0, .

(continued)
Sequence of screens – HePTP inhibitor, BAP1 block
- O=C(CCc1ccccc1)Nc1nc(-c2ccccc2)cs1
→ 2.2, .
- COc1ccc(N(C(=O)c2ccco2)S(=O)(=O)c2cc(OC)ccc2OC)cc1
→ 13.7, 105.2
- CCOC(=O)c1sc(NC(=O)c2cncc(Br)c2)nc1C
→ 7.1, .
- COc1ccc(C(=O)Nc2sc(Cc3ccccc3)c(C)c2C(N)=O)cc1
→ -10.9, .
- CCOC(=O)C1=C(O)/C(=C/c2ccc(N(C)C)cc2)SC1=Nc1cccc2ccccc12
→ 7.7, .
- CCOC(=O)CSc1nc2ccccc2c(=O)n1NC(=O)c1ccccc1
→ 2.4, 94.0
- O=C(c1ccccn1)N(CC1CCCO1)C1(C(=O)NC2CCCCC2)CCCCC1 (stereo not drawn)
→ 2.9, .
- COc1ccc(CCNC(=O)c2c(O)c3c([nH]c2=O)CCCC3)cc1
→ 1.6, .
- O=C(CN1C(=O)CC(c2ccccc2)=Nc2ccccc21)NCc1ccco1
→ 4.2, 92.0
- CS(=O)(=O)N(Cc1cc2ccccc2[nH]c1=O)C1CCCCC1
→ 1.3, 99.2
- CCOC(=O)C1=C(O)/C(=C/c2ccc(Cl)cc2Cl)SC1=Nc1ccccc1
→ 1.9, .
- Clc1ccc(OCCOCCN2CCCC2)c2ccccc12
→ -5.9, .
- c1nc(NCC2CCCO2)c2[nH]cnc2n1 (stereo not drawn)
→ 3.2, 105.4
- CCC(=O)NCCn1c(C)cc2ccccc21
→ 3.4, 84.0
- COC(=O)c1cc(-c2c(C)oc3cc(OC(C)C)ccc3c2=O)c(C)o1
→ -1.5, 128.3
- COc1cc2nc(-c3cccc(Br)c3)oc(=O)c2cc1OC
→ 8.1, .
- CCOc1ccc(OCCN2C(=O)NC3(CCCc4ccccc43)C2=O)cc1 (stereo not drawn)
→ 5.8, 116.4
- COc1ccc(N=C2SC(C(=O)O)CC(=O)N2C)cc1 (stereo not drawn)
→ 6.3, 104.5
- Cc1ccc(S(=O)(=O)N2CCC(C(=O)N[C@H](C(=O)N3CCN(C)CC3)C(C)C)CC2)cc1
→ 11.5, 115.2
- N#C/C(=C/c1ccccc1[N+](=O)[O-])C(=O)Nc1ccc(Cl)cc1
→ -11.5, .
- NNC(=O)Cn1c(-c2ccccn2)nc2ccccc21
→ 2.6, .
- N#C/C(=C\c1ccc(-c2cccc(C(F)(F)F)c2)o1)c1ccc(Cl)cc1
→ 3.6, .
- COCC(=O)Nc1ccc(C)c(Cl)c1
→ -4.7, .
- C=CCOC(=O)C1=C(C)NC2=C(C(=O)CC(C)(C)C2)C1c1ccc(O)c(OC)c1 (stereo not drawn)
→ ., 138.4
- OCC(CO)C(c1ccccc1)c1ccccc1
→ 5.0, .
- COc1ccc(NC(=O)c2cc(=O)c3ccccc3o2)cn1
→ -4.7, 109.1
- COc1cc(C2C(C#N)=C(N)Oc3c2oc(CO)cc3=O)cc(OC)c1OC (stereo not drawn)
→ 4.8, 117.1
- CCCc1[nH]nc2c1C(c1cc(OC)ccc1F)C(C#N)=C(N)O2 (stereo not drawn)
→ 10.1, 118.8
- Brc1cccc(-c2nnco2)c1
→ 7.2, 71.2
- COc1ccc(C(C[N+](=O)[O-])c2c[nH]c3ccccc23)cc1 (stereo not drawn)
→ -0.3, .
- Nc1[nH]nc2nc(N3CCOCC3)nc(-c3ccccc3)c12
→ 0.6, .
- c1ccc(-c2ccc(-c3ccccn3)nn2)nc1
→ 11.3, 97.5
- CCOCCc1nnc(NC(=O)COC)s1
→ 4.6, 56.6
- Ic1ccc(N=Cc2ccc(OC3CSC3)cc2)cc1
→ -17.1, .
- CCOC(=O)N1CCN(c2c(N3CCN(c4ccccc4OC)CC3)c(=O)c2=O)CC1
→ 2.9, 93.9
- CC(C)CC(C(=O)Nc1ccc2c(c1)OCCO2)N1C(=O)c2ccccc2C1=O (stereo not drawn)
→ 5.0, 105.0
- O=C(N/N=C\c1ccc(Cl)cc1Cl)c1cccc2cc[nH]c12
→ -10.3, .
- CCOc1cc(N2CCOCC2)c(OCC)cc1NC(=O)c1ccc(=O)n(Cc2ccccc2)n1
→ 7.1, 91.7

2 entries from above in a different format:
Molecule	HePTP inhibitor	BAP1 block
Brc1cccc(-c2nnco2)c1	7.2	71.2
COc1ccc(C(C[N+](=O)[O-])c2c[nH]c3ccccc23)cc1 (stereo not drawn)	-0.3	.

For convenience, 21 of the compounds above:
Sequence of screens – HePTP inhibitor, BAP1 block
- COc1ccc(N=C2SC(C(=O)O)CC(=O)N2C)cc1 (stereo not drawn)
→ 6.3, 104.5
- Cc1ccc(S(=O)(=O)N2CCC(C(=O)N[C@H](C(=O)N3CCN(C)CC3)C(C)C)CC2)cc1
→ 11.5, 115.2
- N#C/C(=C/c1ccccc1[N+](=O)[O-])C(=O)Nc1ccc(Cl)cc1
→ -11.5, .
- NNC(=O)Cn1c(-c2ccccn2)nc2ccccc21
→ 2.6, .
- N#C/C(=C\c1ccc(-c2cccc(C(F)(F)F)c2)o1)c1ccc(Cl)cc1
→ 3.6, .
- COCC(=O)Nc1ccc(C)c(Cl)c1
→ -4.7, .
- C=CCOC(=O)C1=C(C)NC2=C(C(=O)CC(C)(C)C2)C1c1ccc(O)c(OC)c1 (stereo not drawn)
→ ., 138.4
- OCC(CO)C(c1ccccc1)c1ccccc1
→ 5.0, .
- COc1ccc(NC(=O)c2cc(=O)c3ccccc3o2)cn1
→ -4.7, 109.1
- COc1cc(C2C(C#N)=C(N)Oc3c2oc(CO)cc3=O)cc(OC)c1OC (stereo not drawn)
→ 4.8, 117.1
- CCCc1[nH]nc2c1C(c1cc(OC)ccc1F)C(C#N)=C(N)O2 (stereo not drawn)
→ 10.1, 118.8
- Brc1cccc(-c2nnco2)c1
→ 7.2, 71.2
- COc1ccc(C(C[N+](=O)[O-])c2c[nH]c3ccccc23)cc1 (stereo not drawn)
→ -0.3, .
- Nc1[nH]nc2nc(N3CCOCC3)nc(-c3ccccc3)c12
→ 0.6, .
- c1ccc(-c2ccc(-c3ccccn3)nn2)nc1
→ 11.3, 97.5
- CCOCCc1nnc(NC(=O)COC)s1
→ 4.6, 56.6
- Ic1ccc(N=Cc2ccc(OC3CSC3)cc2)cc1
→ -17.1, .
- CCOC(=O)N1CCN(c2c(N3CCN(c4ccccc4OC)CC3)c(=O)c2=O)CC1
→ 2.9, 93.9
- CC(C)CC(C(=O)Nc1ccc2c(c1)OCCO2)N1C(=O)c2ccccc2C1=O (stereo not drawn)
→ 5.0, 105.0
- O=C(N/N=C\c1ccc(Cl)cc1Cl)c1cccc2cc[nH]c12
→ -10.3, .
- CCOc1cc(N2CCOCC2)c(OCC)cc1NC(=O)c1ccc(=O)n(Cc2ccccc2)n1
→ 7.1, 91.7

Assay outcomes: PubChem BioAssay, several laboratories

Hits appear at their usual frequency; overall some 0.79% were active at least once.
